Assay outcomes (PubChem)
Tb PGK inh – blocks T. brucei phosphoglycerate kinase; P07378; PGK/GAPDH coupled, Kinase-Glo luminescence, 60 min; Potency, µM (doses to about 57.5 µM), inactives show at the highest dose activity change, negative = inhibition, usual class: inhibitors; 0.043% of 380,000 active; AID 602233; note: potency is the fitted concentration of half-maximal effect; % is set by controls: 0 for no effect and ±100 for the full control effect; nearly all actives have a fitted effect of over 60% in size
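Luminescent ATP detection (Kinase-Glo Plus) follows a 60-minute room-temperature incubation, with wells lacking PGK as controls. Buffer: 100 mM TEA (pH 7.6), 5 mM MgCl2, 0.01% Tween-20. Coupling enzyme GAPDH (100 nM final) supplies unstable 1,3-BPG in-well.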
TrxR1 substrate – is turned over as a substrate by rat TrxR1; O89049; 0.01% of 390,000 active; purified TrxR1 substrate turnover, NADPH consumption readout; AID 588456; Potency, µM (doses to about 114 µM), without a hit: at the highest dose activity change, negative = substrate turnover; note: potency is the fitted concentration of half-maximal effect; % is set by controls: 0 for no effect and ±100 for the full control effect; nearly all actives have a fitted effect of over 50% in size
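Rat TrxR1, dispensed at 90 nM, was prereduced with 400 uM NADPH (final) for 5 min at ~22 deg C, then incubated with compound 15 min before 400 uM selenite. A first-read NADPH fluorescence drop versus no-compound background flagged substrates.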
USP1 inh – blocks the human USP1/UAF1 deubiquitinase complex | O94782 | recombinant USP1/UAF1, Ub-Rhodamine cleavage fluorescence | Potency, µM (series often up to 57.1 µM), for inactives: at the highest dose activity change, negative = inhibition, hits mostly inhibitors | 0.23% of 390,000 active | AID 743255; note: potency is the fitted concentration of half-maximal effect; % is set by controls: 0 for no effect and ±100 for the full control effect; nearly all actives have a fitted effect of over 60% in size; inactives centre near -12
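USP1/UAF1 complex (1 nM) preincubated 15 min at room temperature with compound, then Ub-Rho substrate (150 nM final) added. Kinetic fluorescence at 480/540 nm over 6 reads at 60 s intervals; 50 mM HEPES pH 7.8, 0.5 mM EDTA, 0.1 mg/ml BSA, 1 mM TCEP, 0.01% Tween-20.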
Pin1 inhibitor – blocks the human prolyl isomerase Pin1. Pin1 FP peptide displacement, HiFluor488, 10 min. Potency, µM (highest dose often 115 µM), inactives show at the top dose activity, negative = inhibition, hits mostly inhibitors. 0.009% of 390,000 active; active = well fitted inhibition curve with a large enough effect in the polarisation, with a control signal flat, not every such curve was filed as active; inconclusive = small, poorly fitted or top-dose-only effect, or effect the other way, or a change in a side signal; inactive = no such curve, though single readings can be large or run the other way; the % refers to the polarisation; note: potency is the fitted concentration of half-maximal effect; % is set by controls: 0 for no effect and ±100 for the full control effect
Target sequence (Q13526 whole entry, looked up): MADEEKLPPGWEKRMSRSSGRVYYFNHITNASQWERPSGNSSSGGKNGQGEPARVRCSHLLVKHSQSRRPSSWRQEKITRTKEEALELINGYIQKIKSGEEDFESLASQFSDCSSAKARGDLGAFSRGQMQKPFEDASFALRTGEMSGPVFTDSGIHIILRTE
TrxR1 inh – blocks rat thioredoxin reductase 1 | O89049 | recombinant rTrxR1, NADPH fluorescence consumption, selenite substrate | Potency, µM (doses to about 114 µM), for the others: at the top dose activity change, negative = inhibition, actives largely listed as inhibitors | 1% of 390,000 active; note: potency is the fitted concentration of half-maximal effect; % is set by controls: 0 for no effect and ±100 for the full control effect; nearly all actives have a fitted effect of over 65% in size
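Rat TrxR1 (90 nM in the dispensed reagent) was pre-reduced with 400 uM NADPH for 5 min at room temperature, then incubated with compound for 15 min. After 400 uM selenite was added, NADPH fluorescence (Ex 340/Em 450 nm) was followed for 8 min.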
GLS inh – blocks human kidney-isoform glutaminase activity. 0.21% of 410,000 active. GLS enzymatic activity, qHTS titration. AID 624170. Potency, µM (highest dose often 45.5 µM), for the others: at the highest dose activity change, negative = inhibition, most hits filed as inhibitors. O94925; note: potency is the fitted concentration of half-maximal effect; % is set by controls: 0 for no effect and ±100 for the full control effect
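hKGA in 45 mM KH2PO4 pH 8.2, 0.02% Tween-20 with pin-transferred compounds; 1 mM L-glutamine (stock) plus glutamate oxidase/HRP/Amplex Red coupling added. Fluorescence read initially and after 30 min at RT.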
mIDH1 inhibitor – inhibitors of human mutant IDH1 R132H; IDH1-R132H enzyme, NADPH consumption, diaphorase/resazurin fluorescence; Potency, µM (doses to about 76.6 µM), for the others: at the top dose activity change, negative = inhibition, actives largely listed as inhibitors; 0.093% of 390,000 active; note: potency is the fitted concentration of half-maximal effect; % is set by controls: 0 for no effect and ±100 for the full control effect; nearly all actives have a fitted effect of over 65% in size
Target sequence (O75874 whole entry R132H, stated change not applied): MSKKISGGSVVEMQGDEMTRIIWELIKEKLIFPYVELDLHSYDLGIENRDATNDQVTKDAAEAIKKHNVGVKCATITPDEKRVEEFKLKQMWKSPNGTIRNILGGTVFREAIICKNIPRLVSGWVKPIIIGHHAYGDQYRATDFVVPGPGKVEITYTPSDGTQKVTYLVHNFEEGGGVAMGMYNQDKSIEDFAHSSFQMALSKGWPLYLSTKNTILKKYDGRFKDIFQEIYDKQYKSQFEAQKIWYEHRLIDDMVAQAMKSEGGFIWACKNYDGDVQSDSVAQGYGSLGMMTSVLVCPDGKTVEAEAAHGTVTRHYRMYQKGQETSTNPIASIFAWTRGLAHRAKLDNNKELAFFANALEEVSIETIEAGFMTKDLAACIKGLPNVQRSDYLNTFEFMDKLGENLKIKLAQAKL
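IDH1-R132H (0.5 ug/mL) preincubated 30 min with compound, then NADPH (0.016 mM) and alpha-KG (2 mM) added; 80 min at RT, pH 7.5. Remaining NADPH coupled via diaphorase/resazurin to fluorescence (540/590 nm); concentration-response curves normalized to no-enzyme control.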
PI4K2A block – inhibitors of human PI4K2A | Q9BTU6 | purified PI4K2A, ADP-Glo luminescence, 1 h; hits give low values | activity change, negative = inhibition, % at 76.9 µM | 0.13% of 420,000 active | AID 1346378; in the data active = activity change below about -50%; inconclusive = mostly about -30% to -49%;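 note: -100% = wells without enzyme as full effect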
Target sequence (Q9BTU6 whole entry, looked up): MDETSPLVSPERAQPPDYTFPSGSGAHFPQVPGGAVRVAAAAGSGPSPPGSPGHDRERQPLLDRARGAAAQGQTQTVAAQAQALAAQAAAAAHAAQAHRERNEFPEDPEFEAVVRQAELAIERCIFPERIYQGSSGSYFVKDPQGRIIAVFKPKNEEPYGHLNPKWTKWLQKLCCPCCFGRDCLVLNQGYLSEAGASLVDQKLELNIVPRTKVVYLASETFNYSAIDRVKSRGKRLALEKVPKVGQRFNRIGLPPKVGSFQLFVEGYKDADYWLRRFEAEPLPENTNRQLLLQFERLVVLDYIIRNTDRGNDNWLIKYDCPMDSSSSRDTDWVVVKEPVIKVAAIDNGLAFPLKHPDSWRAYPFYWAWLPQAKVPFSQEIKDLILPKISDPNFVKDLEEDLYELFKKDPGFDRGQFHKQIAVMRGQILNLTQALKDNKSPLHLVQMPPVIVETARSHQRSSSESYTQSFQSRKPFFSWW
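Compounds are screened against recombinant PI4K2A using PI as substrate and ATP, the latter dispensed at 300 microM. Reactions run one hour at ambient temperature before ADP-Glo detection; full inhibition defined by wells lacking enzyme.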
HP1b chromo inh – blocks HP1-beta chromodomain binding to methylated histone tails | P83916 | AlphaScreen HP1-beta / biotin-H3K9me3 peptide binding | Potency, µM (doses to about 114 µM), for inactives: at the top dose activity change, negative = inhibition, most hits filed as inhibitors | 0.56% of 390,000 active | AID 540317; note: potency is the fitted concentration of half-maximal effect; nearly all actives have a fitted effect of over 70% in size; inactives centre near 23
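HP1-beta protein (50 nM final) preincubated 30 min at room temperature with biotinylated H3(1-18)K9me3 peptide (50 nM) in PBS pH 7.4, 0.01% Tween-20, then compound added for 30 min. AlphaScreen streptavidin donor/nickel chelate acceptor beads (10 ug/mL final), 30 min dark, luminescence read.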
Numbers without * were called inactive; & = joins results of further samples; [ ] = another dose, or the depositor's remark. Unless noted, calls come from the whole dose curve; as a rule, active = well fitted curve in the direction sought with a large enough effect; inconclusive = small, poorly fitted or top-dose-only effect, or another doubt; inactive = no such curve, though single readings can be large; an effect the other way counts as inactive or inconclusive. Not all compounds are listed, so the mix of outcomes need not match the whole.

Screening COc1ccc2c(c1)CCCC21SC(NC(C)=O)=NN1C(C)=O (stereo unspecified) returned Tb PGK inh -5%, TrxR1 substrate -9%[57.1 µM], USP1 inh -9%, Pin1 inhibitor inconclusive, TrxR1 inh 36%[57.1 µM], GLS inh 2%, mIDH1 inhibitor 5%, PI4K2A block 5 and HP1b chromo inh 31%.
For CCN(C(=O)c1cccs1)c1nnc(-c2ccncc2)s1 the results were Tb PGK inh -3%, TrxR1 substrate 7%[57.1 µM], USP1 inh -4%, Pin1 inhibitor 0%, TrxR1 inh -6%[57.1 µM], GLS inh 5%, mIDH1 inhibitor 3%, PI4K2A block 5 and HP1b chromo inh 20%.
Cc1cccc(Nc2ncnc3c2cnn3C)c1 was read as Tb PGK inh 7%, TrxR1 substrate -3%, USP1 inh -3%, Pin1 inhibitor 3%, TrxR1 inh 4%, GLS inh -2%, mIDH1 inhibitor 2%, PI4K2A block -2 and HP1b chromo inh 27%.
O=C(CC(=O)c1cc(Cl)ccc1O)c1ccccc1 was read as Tb PGK inh 4%, TrxR1 substrate 4%, USP1 inh -16%, Pin1 inhibitor 2%, TrxR1 inh -5%, GLS inh 0%, mIDH1 inhibitor 2%, PI4K2A block -4 and HP1b chromo inh 6%.
`O=C(CSc1nncs1)Nc1ccc(Cl)cn1` gave Tb PGK inh -1%, TrxR1 substrate -2%, USP1 inh -2%, Pin1 inhibitor 0%, TrxR1 inh 2%, GLS inh 15%, mIDH1 inhibitor -3%, PI4K2A block 3 and HP1b chromo inh 54%[activator].
For COc1cccc(CCNC(=O)CCCC(=O)c2ccccc2)c1 the results were TrxR1 substrate 5%, USP1 inh -13%, Pin1 inhibitor -5%, TrxR1 inh 15%, GLS inh -2%, mIDH1 inhibitor 14%, PI4K2A block -2 and HP1b chromo inh 46%[activator].
Screening CC(=O)Nc1ccc(-c2nnn(CC(=O)c3ccc(F)cc3)n2)cc1Cl returned Tb PGK inh -4%, TrxR1 substrate 7%, USP1 inh -9%, Pin1 inhibitor 31%[activator], TrxR1 inh 20%, GLS inh -2%, mIDH1 inhibitor 5%, PI4K2A block -9 and HP1b chromo inh 3%.
`OC(COCc1ccc2c(c1)OCO2)CN1CCC(Cc2ccccc2)CC1` (stereo unspecified) gave Tb PGK inh 0%, TrxR1 substrate 5%[57.1 µM], USP1 inh -4%, Pin1 inhibitor -11%, TrxR1 inh -4%, GLS inh 10%, mIDH1 inhibitor 0%, PI4K2A block 3 and HP1b chromo inh -4%.
c1ccc2c(c1)ncn2CCn1cnc2ccccc21 was read as Tb PGK inh -2%, TrxR1 substrate -3%, USP1 inh -5%, Pin1 inhibitor -9%, TrxR1 inh 13%, GLS inh -3%, mIDH1 inhibitor 7%, PI4K2A block 8 and HP1b chromo inh 53%[activator].
For O=C(Nc1nc(-c2ccccc2)cs1)C1COc2ccccc2O1 (stereo unspecified) the results were Tb PGK inh 3%, TrxR1 substrate 9%, USP1 inh -22%, Pin1 inhibitor 9%, TrxR1 inh 5%[57.1 µM], GLS inh -5%, mIDH1 inhibitor -2%, PI4K2A block 1 and HP1b chromo inh 38%.
Screening O=C(Nc1cccc(C(F)(F)F)c1)c1cc2ccc3cccnc3c2[nH]1 returned Tb PGK inh -1%, TrxR1 substrate -10%, USP1 inh -15%, Pin1 inhibitor -2%, TrxR1 inh 7%, GLS inh 2%, mIDH1 inhibitor -9%, PI4K2A block -2 and HP1b chromo inh 13%.
Screening COc1cc(/C=C/C(=O)NCCn2c(C)cc3ccccc32)cc(OC)c1OC returned Tb PGK inh -5%, TrxR1 substrate 3%[57.1 µM], USP1 inh -19%, Pin1 inhibitor 5%, TrxR1 inh 16%[57.1 µM], GLS inh -1%, mIDH1 inhibitor -8%, PI4K2A block -1 and HP1b chromo inh -25%.

The list goes on; it opens with the 2 that closed the last part.
Screening O=C(Nc1cccc(C(F)(F)F)c1)c1cc2ccc3cccnc3c2[nH]1 returned Tb PGK inh -1%, TrxR1 substrate -10%, USP1 inh -15%, Pin1 inhibitor -2%, TrxR1 inh 7%, GLS inh 2%, mIDH1 inhibitor -9%, PI4K2A block -2 and HP1b chromo inh 13%.
Screening COc1cc(/C=C/C(=O)NCCn2c(C)cc3ccccc32)cc(OC)c1OC returned Tb PGK inh -5%, TrxR1 substrate 3%[57.1 µM], USP1 inh -19%, Pin1 inhibitor 5%, TrxR1 inh 16%[57.1 µM], GLS inh -1%, mIDH1 inhibitor -8%, PI4K2A block -1 and HP1b chromo inh -25%.
CCOC(=O)CNS(=O)(=O)Cc1ccccc1 was read as Tb PGK inh 2%, TrxR1 substrate -5%&0%, USP1 inh -25%, Pin1 inhibitor 2%, TrxR1 inh -8%&15%, GLS inh 2%, mIDH1 inhibitor 1%, PI4K2A block -3 and HP1b chromo inh 48%[activator].
Screening O=C(c1cccc(-c2ccccc2)c1)N1CC[C@@H](N2CCC(O)CC2)[C@H](O)C1 returned Tb PGK inh 3%, TrxR1 substrate 6%, USP1 inh -9%, Pin1 inhibitor 14%, TrxR1 inh 9%, GLS inh 7%, mIDH1 inhibitor -3%, PI4K2A block 2 and HP1b chromo inh 37%.
Screening Cc1nnc(N/N=C/c2cc(C)n(-c3ccc(F)cc3)c2C)n1N returned Tb PGK inh 9%, TrxR1 substrate -15%, USP1 inh inconclusive, Pin1 inhibitor 0%, TrxR1 inh -62%, GLS inh inconclusive, mIDH1 inhibitor 24%, PI4K2A block inconclusive and HP1b chromo inh 2%.
Screening CC(=O)c1c(C)[nH]c(C(=O)OCc2nc3ccsc3c(=O)[nH]2)c1C returned Tb PGK inh -9%, TrxR1 substrate 0%, USP1 inh -19%, Pin1 inhibitor 4%, TrxR1 inh 3%, GLS inh 4%, mIDH1 inhibitor 7%, PI4K2A block -3 and HP1b chromo inh 14%.
For O=C(OCc1cccc(C(F)(F)F)c1)c1ccc(-c2nnn(Cc3ccc(F)cc3)n2)cc1 the results were Tb PGK inh -4%, TrxR1 substrate -2%, USP1 inh -12%, Pin1 inhibitor 1%, TrxR1 inh 19%, GLS inh -14%, mIDH1 inhibitor 22%, PI4K2A block 2 and HP1b chromo inh 25%.
Screening O=C(CNC1=NCCC1)c1ccc(Cl)cc1 returned Tb PGK inh 0%, TrxR1 substrate 0%, USP1 inh 1%, Pin1 inhibitor 6%, TrxR1 inh 10%, GLS inh 12%, mIDH1 inhibitor 2%, PI4K2A block -2 and HP1b chromo inh 28%.
Screening CCCOc1ccc(N2C(=O)CC(SCCN)C2=O)cc1 (stereo unspecified) returned Tb PGK inh -7%, TrxR1 substrate 0%, USP1 inh -13%, Pin1 inhibitor -1%, TrxR1 inh 79µM*, GLS inh 1%, mIDH1 inhibitor 6%, PI4K2A block -18 and HP1b chromo inh 26%.
Nc1c(Cl)cc2c(c1Oc1ccccc1)C(=O)c1ccccc1C2=O was read as Tb PGK inh -8%, TrxR1 substrate -10%, USP1 inh inconclusive, Pin1 inhibitor inconclusive, TrxR1 inh 7%, GLS inh 2%, mIDH1 inhibitor -2%, PI4K2A block 0 and HP1b chromo inh -14%.
For Cc1ccc(NC(=O)CSc2nc3c(oc4ccccc43)c(=O)n2-c2ccc(F)cc2)c(C)c1 the results were Tb PGK inh 2%, TrxR1 substrate 7%, USP1 inh -15%, Pin1 inhibitor 23%, TrxR1 inh 11%, GLS inh 7%, mIDH1 inhibitor 6%, PI4K2A block -1 and HP1b chromo inh 38%.
Screening O=C1C=C(NCc2ccncc2)CC(c2ccccc2)C1 (stereo unspecified) returned Tb PGK inh -4%, TrxR1 substrate 10%[57.1 µM], USP1 inh -5%, Pin1 inhibitor -2%, TrxR1 inh -11%, GLS inh 16%, mIDH1 inhibitor 5%, PI4K2A block -5 and HP1b chromo inh 11%.
`CCOc1c(/C=C(\C#N)C(N)=O)c2ccccc2n1CC` gave Tb PGK inh 7%, TrxR1 substrate -3%, USP1 inh -14%, Pin1 inhibitor -1%, TrxR1 inh -3%, GLS inh 9%, mIDH1 inhibitor 2%, PI4K2A block -7 and HP1b chromo inh 28%.
For Cc1ccc(-n2nc(C)c(C(=O)N3CCN(C(=O)c4ccco4)CC3)c2-n2cccc2)cc1 the results were Tb PGK inh -5%, TrxR1 substrate 4%[57.1 µM], USP1 inh -12%, Pin1 inhibitor -2%, TrxR1 inh 22%[57.1 µM], GLS inh -10%, mIDH1 inhibitor 2%, PI4K2A block 8 and HP1b chromo inh 65%[activator].
`Cc1ccccc1-n1c(SCC(=O)NC(N)=O)nc2sc(-c3ccccc3)cc2c1=O` gave Tb PGK inh 5%, TrxR1 substrate 5%, USP1 inh -16%, Pin1 inhibitor 32%[activator], TrxR1 inh -11%, GLS inh 9%, mIDH1 inhibitor -4%, PI4K2A block 2 and HP1b chromo inh 28%.
Screening CCOC(=O)c1c(C(C)(C)C)oc2ccc(OCC#N)cc12 returned Tb PGK inh 3%, TrxR1 substrate -1%, USP1 inh -21%, Pin1 inhibitor -2%, TrxR1 inh 3%, GLS inh -6%, mIDH1 inhibitor 4%, PI4K2A block -16 and HP1b chromo inh 205%[activator].
